Vif-A3G inh: inhibitors of Vif-APOBEC3G interaction | Q9HC16 | HeLa A3G-eYFP + Vif (tagged APOBEC3G with the HIV-1 protein that degrades it), YFP fluorescence, overnight | Potency, µM (doses to about 46.1 µM), without a hit: at the top dose activity, negative = active, most hits filed as inhibitors | 0.076% of 410,000 active;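 note: potency is the fitted concentration of half-maximal effect; % is set by controls: 0 for no effect and ±100 for the full control effect; nearly all actives have a fitted effect of over 60% in size; hits raise eYFP signal because A3G escapes Vif-driven loss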
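Read-out is eYFP fluorescence (Ex 488/Em 500-530) from Vif-expressing HeLa A3G-eYFP cells; more signal means A3G escaped Vif-mediated degradation. Cells plated overnight, compound pinned in, incubated overnight at 37 deg C.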
GRP78 ERSR act: inducers of ER stress response in human glioma cells. U87-MG GRP78 promoter luciferase reporter, 16 h. Potency, µM, without a hit: at the highest dose activation, hits mostly activators. 0.02% of 420,000 active. AID 602332; note: potency is the fitted concentration of half-maximal effect; series mostly up to about 76 µM; % of control where 0% means no effect; nearly all actives have a fitted effect of over 35% in size
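ERSR induction read as luciferase luminescence (Bright-Glo, 10 min at room temperature) in stably transfected human U87-MG glioma cells exposed to compounds for 16 h, using GRP78 as sensor.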
TrxR1 substrate: is turned over as a substrate by rat TrxR1 | O89049 | purified TrxR1 substrate turnover, NADPH consumption readout | Potency, µM (top dose mostly 114 µM), for inactives: top-dose activity change, negative = substrate turnover | 0.01% of 390,000 active; note: potency is the fitted concentration of half-maximal effect; % is set by controls: 0 for no effect and ±100 for the full control effect; nearly all actives have a fitted effect of over 50% in size
Target sequence (O89049 whole entry, looked up): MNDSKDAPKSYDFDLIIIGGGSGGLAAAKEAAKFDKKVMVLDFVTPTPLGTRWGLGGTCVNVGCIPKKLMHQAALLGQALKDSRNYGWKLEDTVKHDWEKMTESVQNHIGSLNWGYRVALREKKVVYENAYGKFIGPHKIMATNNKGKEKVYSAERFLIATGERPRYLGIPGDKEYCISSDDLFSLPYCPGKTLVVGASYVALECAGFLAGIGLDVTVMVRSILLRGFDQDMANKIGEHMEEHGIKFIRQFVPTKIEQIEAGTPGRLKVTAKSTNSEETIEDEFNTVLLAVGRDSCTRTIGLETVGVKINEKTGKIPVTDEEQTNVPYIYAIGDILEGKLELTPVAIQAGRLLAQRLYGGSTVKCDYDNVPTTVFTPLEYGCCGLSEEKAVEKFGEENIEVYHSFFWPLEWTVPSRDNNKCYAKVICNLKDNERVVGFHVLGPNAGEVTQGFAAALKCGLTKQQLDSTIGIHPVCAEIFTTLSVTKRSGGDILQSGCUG
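Rat TrxR1, dispensed at 90 nM, was prereduced with 400 uM NADPH (final) for 5 min at ~22 deg C, then incubated with compound 15 min before 400 uM selenite. A first-read NADPH fluorescence drop versus no-compound background flagged substrates.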
LDHA block: LDHA (human) enzyme inhibition; P00338; purified LDHA, NADH/diaphorase-resazurin fluorescence; stronger effect = lower value; activity change, % (values are at about 110 or 230 µM); 0.15% of 480,000 active; AID 1347041; in the data active = activity change below about -30%; inconclusive = mostly about -25% to -30%;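 note: plate controls were DMSO wells for no effect and wells without enzyme for full effect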
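Resorufin fluorescence (ex540/em590), read at 0 and 20 min after diaphorase/resazurin addition, reports the NADH left after a 5 min room-temperature reaction of 2 nM human LDH5 with 0.06 mM NADH and 0.2 mM pyruvate.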
USP1-UAF1 inh: blocks the human USP1/UAF1 deubiquitinase complex; recombinant USP1/UAF1, Ub-Rhodamine cleavage fluorescence; 0.23% of 390,000 active; O94782; Potency, µM (series often up to 57.1 µM), for the others: top-dose activity change, negative = inhibition, actives largely listed as inhibitors; note: potency is the fitted concentration of half-maximal effect; % is set by controls: 0 for no effect and ±100 for the full control effect; nearly all actives have a fitted effect of over 60% in size; inactives centre near -12
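High-throughput fluorogenic screen: 1nM USP1/UAF1 complex, Ub-Rho substrate 150nM final, 50mM HEPES pH 7.8 with 0.5mM EDTA, 0.1 mg/ml BSA, 1mM TCEP and 0.01% Tween-20.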
RGS4 inhibitor: blocks human RGS4-accelerated GTP hydrolysis. 0.039% of 390,000 active. P49798. Potency, µM (top dose mostly 114 µM), without a hit: at the highest dose activity change, negative = inhibition, hits mostly inhibitors. Transcreener GDP fluorescence polarization, RGS4-accelerated GTP hydrolysis; note: potency is the fitted concentration of half-maximal effect; % is set by controls: 0 for no effect and ±100 for the full control effect; nearly all actives have a fitted effect of over 75% in size; some results filed as inactive show a strong effect at the top dose
Target sequence (P49798 whole entry, looked up): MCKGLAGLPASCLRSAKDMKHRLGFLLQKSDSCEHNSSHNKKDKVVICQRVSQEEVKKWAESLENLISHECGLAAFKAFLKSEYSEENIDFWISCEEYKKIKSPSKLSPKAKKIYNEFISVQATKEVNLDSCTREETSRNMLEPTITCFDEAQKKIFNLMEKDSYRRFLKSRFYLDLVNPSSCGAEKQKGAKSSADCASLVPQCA
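MLSMR compounds (23 nl, pin-transferred) preincubated 10 min at room temperature with a 500nM (2x) first reagent, then RGS4 at 900nM (2x) plus Transcreener GDP mix added; fluorescence polarization (620/688 nm) read before and after 90 min at 30 °C.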
rTrxR1 inhibitor: inhibitors of rat thioredoxin reductase 1. O89049. recombinant rTrxR1, NADPH fluorescence consumption, selenite substrate. Potency, µM (highest dose often 114 µM), for inactives: at the highest dose activity change, negative = inhibition, actives largely listed as inhibitors. 1% of 390,000 active. AID 588453; note: potency is the fitted concentration of half-maximal effect; % is set by controls: 0 for no effect and ±100 for the full control effect; nearly all actives have a fitted effect of over 65% in size
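Rat TrxR1 (90 nM in the dispensed reagent) was pre-reduced with 400 uM NADPH for 5 min at room temperature, then incubated with compound for 15 min. After 400 uM selenite was added, NADPH fluorescence (Ex 340/Em 450 nm) was followed for 8 min.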
Vif-APOBEC3F blk: inhibitors of Vif-A3F interaction. HeLa A3F-eYFP + Vif (tagged APOBEC3F with the HIV-1 protein that degrades it), YFP fluorescence increase. Potency, µM (series often up to 46.1 µM), for the others: at the top dose activity, negative = active. 0.2% of 390,000 active. AID 602313; note: potency is the fitted concentration of half-maximal effect; % of control where 0% means no effect; nearly all actives have a fitted effect of over 65% in size
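Fluorescence increase (Ex 488/Em 500-530) after overnight compound treatment at 37 deg C flags inhibition of Vif-driven A3F-eYFP loss in stable HeLa A3F-eYFP/Vif cells seeded overnight beforehand.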
mIDH1 inhibitor: inhibitors of human mutant IDH1 R132H. O75874. IDH1-R132H enzyme, NADPH consumption, diaphorase/resazurin fluorescence. Potency, µM (top dose mostly 76.6 µM), without a hit: at the highest dose activity change, negative = inhibition, usual class: inhibitors. 0.093% of 390,000 active; note: potency is the fitted concentration of half-maximal effect; % is set by controls: 0 for no effect and ±100 for the full control effect; nearly all actives have a fitted effect of over 65% in size
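IDH1-R132H (0.5 ug/mL) preincubated 30 min with compound, then NADPH (0.016 mM) and alpha-KG (2 mM) added; 80 min at RT, pH 7.5. Remaining NADPH coupled via diaphorase/resazurin to fluorescence (540/590 nm); concentration-response curves normalized to no-enzyme control.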
An asterisk follows results filed as active; ? = inconclusive; & = joins results of further samples; [ ] = remark or other dose. Unless noted, calls come from the whole dose curve; as a rule, active = well fitted curve in the direction sought with a large enough effect; inconclusive = small, poorly fitted or top-dose-only effect, or another doubt; inactive = no such curve, though single readings can be large; an effect the other way counts as inactive or inconclusive. An excerpt. The share of hits here may be higher or lower than overall.

SMILES	Vif-A3G inh	GRP78 ERSR act	TrxR1 substrate	LDHA block	USP1-UAF1 inh	RGS4 inhibitor	rTrxR1 inhibitor	Vif-APOBEC3F blk	mIDH1 inhibitor
COc1ccc(N2CCN(C(=O)CCc3ccc(S(=O)(=O)NC(C)(C)C)cc3)CC2)cc1	1%	-5%	-9%	-2	-1%	2%	10%	3%	0%
O=C(Nc1nc2ccc(F)cc2s1)c1nc(SCc2ccccc2F)ncc1Cl	-1%	-3%	6%	0	-24%	-5%	18%	1%	10%
Cc1cc(=O)oc2c(C)c(OC(C)C(=O)NCCCN3CCOCC3)ccc12 (stereo not given)	0%	-4%	5%	-3&-9	-18%	-34%	32%	-1%	2%
Cc1noc(C)c1COC(=O)[C@H](C)NS(=O)(=O)c1ccc(Cl)c(Cl)c1	6%	-4%	-7%	0	-8%	5%	-1%	4%	2%
CC1=C(CC(=O)c2ccccc2)C(=O)c2ccccc2C1=O	-6%	-6%	-1%	25	-23%	-40%	2%	-1%	-3%
O=C(COC(=O)c1ccc(Cl)cc1Cl)Nc1cccc(S(=O)(=O)NC2=NCCC2)c1	9%	0%	-3%	-5	4%	27%	17%	6%	3%
CCC(C)(NC(=O)CNC(C)=O)C(=O)NC1CCCCC1 (stereo not given)	1%	1%	2%[57.1 µM]	-5	-6%	9%	8%[57.1 µM]	-4%	-6%
CCCCc1nc2cc(C(=O)N(C)C(C)c3ccccn3)ccc2o1 (stereo not given)	3%	5%	8%	1	-14%	-9%	9%	11%	5%
COc1ccc(CCNC(=O)c2nc(SCc3ccc(F)cc3)ncc2Cl)cc1OC	9%	-1%	-9%	-7	4%	15%	6%	4%	-4%
CCc1ccc(S(=O)(=O)c2cn(C)c3cc(N4CCOCC4)c(F)cc3c2=O)cc1	-4%	-4%	8%	-12	-18%	12%	2%	-5%	-12%
CCOC(=O)N1CCN(C(=O)CCC(=O)N2CCOc3ccc(C)cc32)CC1	-1%	0%	4%	-8	-1%	-15%	18%	-25%	-4%
Cc1cccc(C(=O)OCC(=O)N2CCC(c3ccccc3)=N2)c1O	0%	-4%	19%	-5	1%	-6%	?	-6%	3%
COc1ccc(C(=O)NCCCc2nc3ccccc3n2Cc2ccccc2C)cc1OC	2%	-1%	9%[57.1 µM]	2	-14%	-6%	14%[57.1 µM]	3%	4%
COc1ccc(CCNC(=O)Cn2nnc(-c3ccc(N4CCOCC4)cc3)n2)cc1OC	1%	-2%	-1%	-5	-5%	10%	-3%	8%	-2%
COc1ccccc1N1CCN(C(=O)CCCCn2c(=O)[nH]c3ccsc3c2=O)CC1	-6%	-1%	9%[57.1 µM]	1	-8%	6%	-12%[57.1 µM]	-2%	3%
Cc1ccc(Cl)cc1NC(=O)C(NS(=O)(=O)c1ccc2c(c1)CCC(=O)N2)c1ccccc1 (stereo not given)	-13%	1%	7%	-1	-24%	-19%	37%[activator]	-5%	-17%
CC(=O)N1CCN(C(=O)c2cc(-c3ccc(Cl)s3)nc3ccccc23)CC1	-10%	6%	44%[activator][57.1 µM]	2	-21%	-7%	15%[57.1 µM]	10%	-5%
CCOC(=O)c1c(C)n(C)c2cc(CN(C)C)c(O)c(S(=O)(=O)c3ccccc3)c12	0%	-4%	-1%	4	-25%	-12%	5%	0%	1%
COc1ccc(C(C)=O)cc1CN1C(=O)NC(CC(C)C)C1=O (stereo not given)	1%	-4%	1%	-1	-18%	-10%	7%	0%	4%
CN(Cc1ccccc1)C(=O)[C@H]1CCC(=O)N1Cc1ccco1	1%	-4%	10%	5	-14%	-20%	?	4%	4%

Quoted at random: 2 compounds from above, in no set order.
SMILES	Vif-A3G inh	GRP78 ERSR act	TrxR1 substrate	LDHA block	USP1-UAF1 inh	RGS4 inhibitor	rTrxR1 inhibitor	Vif-APOBEC3F blk	mIDH1 inhibitor
CCCCc1nc2cc(C(=O)N(C)C(C)c3ccccn3)ccc2o1 (stereo not given)	3%	5%	8%	1	-14%	-9%	9%	11%	5%
COc1ccc(CCNC(=O)Cn2nnc(-c3ccc(N4CCOCC4)cc3)n2)cc1OC	1%	-2%	-1%	-5	-5%	10%	-3%	8%	-2%

New compounds follow:
SMILES	Vif-A3G inh	GRP78 ERSR act	TrxR1 substrate	LDHA block	USP1-UAF1 inh	RGS4 inhibitor	rTrxR1 inhibitor	Vif-APOBEC3F blk	mIDH1 inhibitor
Cc1ccc(-n2c(Cc3cccn3C)nnc2SCC(=O)Nc2ccc3c(c2)OCO3)cc1	0%	-2%	0%	0	-12%	-12%	10%	2%	1%
Cc1ccc2c(c1)N(CCCC(=O)NCCC1=CCCCC1)C(=O)CO2	-1%	-5%	-1%	0	-1%	11%	15%	-3%	8%
CC(SCc1ccccc1)C(=O)NC1CCCC1 (stereo not given)	1%	-4%	-3%	-1	-17%	-9%	9%	0%	-2%
CS(=O)(=O)N1CCN(S(=O)(=O)c2ccccc2[N+](=O)[O-])CC1	0%	0%	5%[57.1 µM]	-13	-10%	?	20%[57.1 µM]	2%	0%
COc1ccccc1N(CC(=O)Nc1ccccc1C(F)(F)F)S(=O)(=O)c1cccs1	-2%	-1%	-5%	3	-28%	-4%	12%	-1%	9%
COc1ccc(/C=C/C(=O)OCC(=O)Nc2ccc3[nH]c(=O)[nH]c3c2)cc1OC	1%	-5%	-7%[57.1 µM]	-1	-29%	-21%	0%[57.1 µM]	11%	0%
Cc1[nH]c2ccccc2c1C(c1ccccn1)N1CCCC1 (stereo not given)	0%	-1%	4%	-1	-19%	-20%	?	1%	0%
COc1ccc(C(C#N)=Cc2ccc(NC(C)=O)cc2)cc1	-2%	-8%	19%[57.1 µM]	-12	-9%	-2%	-30%[57.1 µM]	3%	-2%
O=C(CC1C(=O)NCCN1Cc1ccccc1C(F)(F)F)NCCN1CCOCC1 (stereo not given)	2%	-3%	-3%	-1	-23%	-1%	-20%	-20%	4%
Cc1cccc(NS(=O)(=O)c2cc(C(=O)N3CCOCC3)ccc2Cl)c1	-4%	-4%	0%	-3	-6%	14%	12%	1%	7%
O=S(=O)(c1ccc(SCc2ccccc2)nc1)N1CCCCCC1	0%	1%	0%	-4	-13%	-26%	11%	4%	-3%
CC(C)c1ccc2[nH]c3c(c2c1)CCCC3=O	-10%	-1%	-5%[57.1 µM]	4	-7%	-20%	16%[57.1 µM]	6%	8%
CCOC(=O)C1C(c2ccc(OC)cc2)N(C)OC1(O)C(F)(F)F (stereo not given)	2%	-1%	2%[57.1 µM]	0	-14%	-6%	23%[57.1 µM]	-1%	5%
Cn1c(=NC(=O)c2ccc(S(=O)(=O)N3CCCc4ccccc43)cc2)sc2cc(F)ccc21	5%	-5%	-8%	4	-16%	11%	-9%	-1%	-14%
COc1ccc(S(=O)(=O)NCc2ccc(C(=O)NCCCN3CCCC(C)C3)cc2)cc1 (stereo not given)	4%	-5%	0%	-3	-3%	10%	10%	3%	-3%
O=C(CN1C(=O)CSc2ccc(S(=O)(=O)N3CCCCCC3)cc21)NCCc1ccccc1	3%	-1%	-7%	-6	-9%	2%	0%	2%	-1%
Oc1ccc(/C=N/N2CCOCC2)c(O)c1O	7%	-2%	8%[57.1 µM]	27	?	?	2%[57.1 µM]	-29%	5%
O=C1CCCN1CCC(=O)N1CCCC(CO)(Cc2ccccc2)C1 (stereo not given)	-1%	7%	0%	-3	-12%	23%[11.4 µM]	2%	-5%	-7%
CC1=CC(C)[C@@H]2COC(c3ccc(O)cc3)[C@H]1C2C (stereo not given in full)	4%	-3%	-10%	12	-16%	18%	-3%	-7%	-5%
N/C(=N\OC(=O)c1cccc2ccccc12)c1ccncc1	-21%	12%	-6%	4	-7%	27%	-18%	-6%	3%

6 compounds from above with just Vif-A3G inh:
SMILES | Vif-A3G inh
CS(=O)(=O)N1CCN(S(=O)(=O)c2ccccc2[N+](=O)[O-])CC1 | 0%
N/C(=N\OC(=O)c1cccc2ccccc12)c1ccncc1 | -21%
O=C1CCCN1CCC(=O)N1CCCC(CO)(Cc2ccccc2)C1 (stereo not given) | -1%
CCOC(=O)C1C(c2ccc(OC)cc2)N(C)OC1(O)C(F)(F)F (stereo not given) | 2%
Cc1[nH]c2ccccc2c1C(c1ccccn1)N1CCCC1 (stereo not given) | 0%
COc1ccc(C(C#N)=Cc2ccc(NC(C)=O)cc2)cc1 | -2%

Screens: PubChem, National Center for Advancing Translational Sciences (NCATS)
